MITF inh – human MITF inhibition, primary screen | AlphaScreen MITF homodimerization, bead proximity signal | 650,000 tested, 0.91% active | AID 1259374 | inhibition, % at 2.6 µM; in the data active means inhibition above about 50%;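 further: 0% = vehicle wells with protein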
FBW7 activator – human FBW7 E3 ligase activation, primary screen. Q969H0. AlphaScreen FBW7–phospho-cyclin E peptide binding, activator screen. normalized activity (activation), % at 26.1 µM. 650,000 tested, 0.13% active. AID 1259310; in the data active means normalized activity above about 1.9%;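 further: purified mutant Fbw7 with reduced substrate affinity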
Target sequence (Q969H0 whole entry, looked up): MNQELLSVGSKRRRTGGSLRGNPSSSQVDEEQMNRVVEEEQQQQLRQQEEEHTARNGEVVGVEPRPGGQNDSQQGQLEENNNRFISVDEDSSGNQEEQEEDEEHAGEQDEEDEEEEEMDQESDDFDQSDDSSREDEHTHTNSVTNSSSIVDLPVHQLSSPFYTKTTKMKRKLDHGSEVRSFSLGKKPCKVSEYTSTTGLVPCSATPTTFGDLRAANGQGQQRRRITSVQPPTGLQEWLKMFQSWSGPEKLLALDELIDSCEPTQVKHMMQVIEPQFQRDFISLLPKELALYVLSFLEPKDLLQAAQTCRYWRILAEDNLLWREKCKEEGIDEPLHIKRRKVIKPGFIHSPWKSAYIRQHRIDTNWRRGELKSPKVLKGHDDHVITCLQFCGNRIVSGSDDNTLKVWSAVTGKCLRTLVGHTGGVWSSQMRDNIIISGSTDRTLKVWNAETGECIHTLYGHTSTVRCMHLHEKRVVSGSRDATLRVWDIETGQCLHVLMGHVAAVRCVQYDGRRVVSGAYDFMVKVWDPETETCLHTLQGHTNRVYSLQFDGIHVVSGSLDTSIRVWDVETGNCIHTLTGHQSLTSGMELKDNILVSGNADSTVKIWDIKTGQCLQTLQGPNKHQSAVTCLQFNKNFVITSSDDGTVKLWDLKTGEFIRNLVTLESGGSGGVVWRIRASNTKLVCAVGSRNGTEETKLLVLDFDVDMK
GPR151 activ – activates the human receptor GPR151 | PathHunter beta-arrestin GPR151 cells, luminescence | activation, % at 11.2 µM | 650,000 tested, 1% active | AID 1508602; in the data active means activation above about 4.9%;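 further: 0% = median of compound wells and 100% = cells with positive control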
TEAD-YAP block – TEAD-YAP interaction inhibition; inhibition, % at 9.12 µM; 640,000 tested, 1.4% active; AID 1259422; HEK-TIYL cells, TEAD-Gal4/YAP UAS-luciferase luminescence; in the data active means inhibition above about 32%;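 further: 0% = median of test compound wells and 100% = reference inhibitor wells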
* hit, by the source's call.

Every second line gives: MITF inh	FBW7 activator	GPR151 activ	TEAD-YAP block
- O=C(CN1C(=O)C2C3C=CC(C3)C2C1=O)NCCc1ccccc1 (stereo not given)
→ 11	0.2	3.8	-7
- C=CCNC(=O)CC(=O)N/N=C/c1cccc(OC)c1O
→ 1	0.2	0.7	2
- Nc1nonc1NC(=O)CSC1=NCCS1
→ 19	0.1	1.0	-1
- Cc1nc2nc(SCC(C)C)nn2c(C)c1C
→ -3	-0.1	-1.1	-27
- CC(C)(C)c1cc(-c2cccs2)cc(-c2cccs2)c1
→ -4	-0.1	0.5	1
- CC1(C)OC(=O)CC1C(=O)NCCc1ccccc1 (stereo not given)
→ 1	0.1	-0.9	8
- COc1ccccc1N1C(=O)c2ccc(C(=O)Nc3ccc(Br)cc3)cc2C1=O
→ -2	0.1	1.1	-1
- Cc1ccc(NC(=O)c2cc3nc(-c4ccc5c(c4)OCO5)cc(C(F)(F)F)n3n2)cc1C
→ 18	0.1	-1.7	8
- CC1(C)CC(=O)C2=C(C1)Nc1ccccc1NC2c1ccccc1F (stereo not given)
→ 11	0.0	0.5	3
- Cc1ccc(OCC(=O)N/N=C\C=C\c2ccco2)cc1
→ 16	0.2	-1.6	0
- COc1ccc(Br)cc1C(=O)Oc1cc(=O)oc2ccccc12
→ -3	-0.3	0.1	4
- COc1ccc(NC(=O)CCNC(=O)Cn2cnc3sc4c(c3c2=O)CCCC4)c(OC)c1
→ 15	0.2	-1.4	11
- CCC(C)(C)NC(=O)CC(c1ccc(OC)cc1)n1cccc1 (stereo not given)
→ 7	0.5	-0.2	4
- Cc1cccc(NC(c2ccc(Cl)cc2)c2ccc3cccnc3c2O)n1 (stereo not given)
→ -2	-0.4	-0.9	90*
- COc1ccccc1NC(=S)N(Cc1ccccc1F)C1CCCCC1
→ 1	0.0	-1.3	-1
- CCc1ccccc1OCC(=O)OCC(=O)NC(N)=O
→ -6	-0.3	1.2	2
- CN(Cc1ccn[nH]1)C(=O)CCc1nnc(C2(c3ccc(Cl)cc3)CCC2)o1
→ 14	0.1	-0.4	13
- O=C(c1ccc2nc3ccc(Cl)cc3c(=O)n2c1)N1CCCCCC1
→ -2	0.0	0.7	-19
- COC(=O)c1ccc(C2c3c(oc4ccccc4c3=O)C(=O)N2c2nnc(C)s2)cc1 (stereo not given)
→ 4	0.0	-0.1	-7
- COc1ccc(C2(CNCCCC(=O)O)CCOCC2)cc1
→ 1	0.0	1.6	-3
- COc1ccccc1N1CCN(C(=O)CSc2nc3ccsc3c(=O)n2-c2ccccc2)CC1
→ -2	-0.3	-0.1	1
- COc1cccc(C2c3cc(OC)c(OC)cc3CCN2C)c1 (stereo not given)
→ 9	0.0	1.4	2
- COc1cc(OC)cc(C(=O)NCCOc2ccccc2C)c1
→ 12	-0.1	2.5	-6
- COC(=O)c1ccc(NC(=O)CCCCCN2C(=O)c3cccc([N+](=O)[O-])c3C2=O)cc1
→ 10	0.0	-0.2	-3
- CN(C)/C(=N\S(=O)(=O)c1ccc(Cl)cc1)c1ccc(F)cc1
→ 14	0.4	0.0	3
- COc1ccc(OC)c(/C=C2\N=C(c3cc(C)ccc3[N+](=O)[O-])OC2=O)c1
→ -4	-0.1	1.2	-16
- O=C(Nc1cccc(F)c1)c1ccc(-c2ccccc2[N+](=O)[O-])o1
→ -4	-0.1	-0.5	-88
- CC(=O)Nc1ccc(SCC(=O)Nc2cccc(S(N)(=O)=O)c2)cc1
→ 7	-0.1	2.1	1
- CCOC(=O)C1=C(C)N=c2s/c(=C\c3cc(Br)cc(OC)c3O)c(=O)n2C1c1ccccc1OC (stereo not given)
→ 6	0.0	-0.9	11
- C/C(=N\Nc1nc2c(c(=O)[nH]c(=O)n2C)n1CCC(C)C)c1ccc(Cl)cc1
→ 10	0.5	1.1	2

Carrying on.
Every second line gives: MITF inh	FBW7 activator	GPR151 activ	TEAD-YAP block
- Cc1cccc(Nc2cc(=O)[nH]c(=O)[nH]2)c1C
→ 4	0.1	0.5	-1
- COc1ccc(-c2nnc(SCC(=O)Nc3cccc(SC)c3)n2C)cc1
→ 0	0.0	0.9	7
- CCc1ccc(-c2cc3c(=O)n(CC(=O)NCc4ccc5c(c4)OCO5)nc(C)n3n2)cc1
→ 2	0.2	2.1	0
- COc1ccc(CSc2nnc(SCC(=O)Nc3ccc4cn[nH]c4c3)s2)cc1
→ 8	-0.1	0.3	-39
- Cc1ccc(S(=O)(=O)N2CCN(CC(O)COc3ccc4c(c3)CCC4)CC2)cc1 (stereo not given)
→ 3	-0.3	0.4	7
- Cc1c(CNCc2ccccc2F)c(C(=O)O)c(C)n1Cc1ccccc1
→ 24	-0.3	0.5	-17
- C=CCOc1ccccc1CN1CCCC(CNS(=O)(=O)Cc2ccccc2)C1 (stereo not given)
→ -5	0.0	-0.1	2
- CSCCCN1CCCC(c2ccnc(SCCN3CCCC3)n2)C1 (stereo not given)
→ -9	-0.1	-0.3	-7
- CC(=O)Nc1ccccc1-c1nc2ccc([N+](=O)[O-])cc2[nH]c1=O
→ 0	0.0	1.8	4
- CC(C)(C)c1nc2scc(-c3cccs3)c2c(=O)o1
→ 17	-0.2	0.4	0
- CN1C(=O)/C(=C/c2nc3ccccc3c(=O)[nH]2)c2cc(Br)ccc21
→ 2	0.0	-0.1	14
- COC(=O)[C@@H]1C[C@@H](NC(=O)CCn2ccc(C)n2)CN1Cc1cccc(Cl)c1
→ -20	-0.1	-2.0	-6
- Nc1ncnc(NCCCN2CCOCC2)c1[N+](=O)[O-]
→ 1	0.0	0.6	6
- Cc1ccccc1C(=O)NNC1=NCCC1
→ -4	-0.1	-0.2	3
- COc1ccc(Nc2ccn3ncc(-c4cccc(C(C)=O)c4)c3n2)cn1
→ 9	0.5	-0.8	20
- CC1=C(C(=O)OCC(C)C)C(c2ccccc2Br)C2=C(CC(c3ccccc3)CC2=O)N1 (stereo not given)
→ -18	0.1	-0.9	3
- NC(=O)NNC(=O)CCCSc1nc2ccccc2s1
→ 7	0.7	-1.0	-9
- COCC(=O)Nc1c(C)nc2cnc(-c3ccc(Cl)cc3)cn12
→ -7	-0.2	-0.9	-6
- COc1cc(/C=C2/N=C(c3cccc(Cl)c3Cl)OC2=O)ccc1OC(C)=O
→ -14	0.3	0.2	-5
- O=[N+]([O-])c1c(N2CCCC2)ncnc1N1CCCC1
→ -2	0.0	0.5	6
- O=C1C(=O)N(Cc2c(Cl)cccc2Cl)c2ccccc21
→ 16	0.0	-0.6	3
- CSC1=NC(=Nc2ccc(C)cc2)C2(CCC(C(C)(C)C)CC2)N1c1ccc(O)cc1 (stereo not given)
→ 0	-0.1	0.5	12
- CSCCC(C(=O)Nc1ccc([N+](=O)[O-])cc1)N1C(=O)C2C3c4ccccc4C(c4ccccc43)C2C1=O (stereo not given)
→ 2	-0.3	-0.1	0
- COc1cc2c(cc1OC)C(c1ccc(OC)c(OC)c1OC)N(C)CC2 (stereo not given)
→ 27	0.1	-0.5	10
- Cc1ccc(-c2nnc(-c3ccc4c(c3)OCO4)o2)cc1C
→ 0	0.7	-3.3	-46
- CC(=O)Nc1ccc(Nc2nc(N3CCCC3CO)nc3c2ncn3CCN2CCCC2=O)cc1 (stereo not given)
→ -6	-0.1	0.8	1
- Cc1cc(C)cc(C(=O)NC(=S)Nc2cccnc2)c1
→ 9	-0.1	0.5	3
- COc1cccc(/C=C/C(=O)c2ccc3c(c2)OCCO3)c1
→ 4	0.0	-1.2	-34
- COC(=O)c1ccc2c(c1)NC(=O)/C(=C\c1ccccc1C)S2
→ -1	-0.1	0.5	4
- O=C(Cn1ncc2c(=O)oc3ccccc3c21)N1CCOCC1
→ 6	1.2	-0.4	-5

Part of the list above in order of number of heavy atoms, descending:
Every second line gives: MITF inh	FBW7 activator	GPR151 activ	TEAD-YAP block
- CCOC(=O)C1=C(C)N=c2s/c(=C\c3cc(Br)cc(OC)c3O)c(=O)n2C1c1ccccc1OC (stereo not given)
→ 6	0.0	-0.9	11
- CSCCCN1CCCC(c2ccnc(SCCN3CCCC3)n2)C1 (stereo not given)
→ -9	-0.1	-0.3	-7
- O=C(Nc1cccc(F)c1)c1ccc(-c2ccccc2[N+](=O)[O-])o1
→ -4	-0.1	-0.5	-88
- COc1ccc(Br)cc1C(=O)Oc1cc(=O)oc2ccccc12
→ -3	-0.3	0.1	4
- CC(C)(C)c1cc(-c2cccs2)cc(-c2cccs2)c1
→ -4	-0.1	0.5	1

Remaining list, next part
Every second line gives: MITF inh	FBW7 activator	GPR151 activ	TEAD-YAP block
- O=C(NC1(C(F)(F)F)NC(=O)N(CCc2ccccc2)C1=O)C1CC1 (stereo not given)
→ 2	0.0	-0.2	8
- COc1cccc(-c2nc(CS(=O)CC(=O)NC(C)C)c(C)o2)c1 (stereo not given)
→ -3	0.0	-0.3	2
- CC(=O)Nc1ccc(N2C(=O)/C(=C/c3ccccc3[N+](=O)[O-])SC2=S)cc1
→ 4	-1.3	-1.6	1
- CCOC(=O)CSc1nc2sc(C(=O)OCC)c(C)c2c(=O)n1Cc1cccc(Br)c1
→ -8	0.1	-0.9	-7
- O=C(Nc1ccccc1C(F)(F)F)NC1(C(=O)NCC2CCCO2)CCCCC1 (stereo not given)
→ -7	-0.2	-0.6	-4
- CSc1ccc(S(=O)(=O)NCCSC(C)(C)C)cc1
→ -9	0.1	-1.5	6
- CCN1/C(=C\C=c2\sc(=C(C#N)C#N)n(CC)c2=O)N(C)c2cc(C(=O)OC)ccc21
→ 6	0.2	0.4	7
- CC(=O)N1N=C(c2cccs2)CC1c1cn(-c2ccccc2)nc1-c1ccc(C)cc1 (stereo not given)
→ -4	-0.1	0.9	4
- COCCn1nnnc1C(c1ccc(OC)cc1)N1CCN(c2ncccn2)CC1 (stereo not given)
→ -5	-0.1	1.2	3
- O=C(CCC1COc2ccccc2O1)NCC1COc2ccccc2O1 (stereo not given)
→ -6	-0.1	2.0	-1
- Cc1nc(N2CCOCC2)c2c(C)c(C(=O)N3CCN(C)CC3)sc2n1
→ -5	-0.2	2.7	-13
- CC(C)Cc1nc2sc3c(c2c(=O)n1/N=C/c1cccnc1)CC(C)(C)OC3
→ -8	0.0	-0.4	-5
- c1ccc(-n2nnc3c(N4CCCCC4)ncnc32)cc1
→ -5	-0.1	-2.9	23
- CCCC(=O)Nc1sc2c(c1C(N)=O)CCC(C)C2 (stereo not given)
→ 9	0.7	0.3	-29
- O=C(NC1=NN(c2ccccc2)CC1)Nc1ccccc1F
→ 5	0.0	-0.4	-6
- COC(=O)C1=C(C)NC2=C(C(=O)OC2)C1c1cc(N=C=S)ccc1OC(F)F (stereo not given)
→ 5	-0.1	0.5	-3
- CCOC(=O)c1cc(S(=O)(=O)N2CC(C)CC(C)C2)cn1C (stereo not given)
→ 0	-0.3	0.5	3
- CCCCOC(=O)COc1ccc2c(=O)c(Oc3cc(C)cc(C)c3)coc2c1
→ 20	0.4	-0.6	-6
- CCc1ccc(NC(=O)C2(S(=O)(=O)c3ccc(C)cc3)CC2)cc1
→ 4	0.0	-0.8	-3
- O=C(CSc1nnnn1C1CCCCC1)NC1CCCCC1
→ -3	-0.2	-0.1	3
- Cc1cc(=O)c(C(=O)O)nn1-c1ccc(Cl)cc1
→ 8	1.0	0.2	12
- CCCN1CCc2c(sc3nc(SCC)nc(N)c23)C1
→ -4	0.0	0.0	-4
- O=Cc1cn(CC(=O)O)c2ccc(Br)cc12
→ -1	-0.2	-0.3	-3
- CC1=C(C(=O)Nc2ccccn2)C(c2ccc(Br)cc2)C2=C(CCCC2=O)N1 (stereo not given)
→ -2	0.1	1.6	9
- CC1=CCC2(C#N)C3(N=C(N)C2(C#N)C1)OCCO3 (stereo not given)
→ -1	0.3	-1.3	-6
- CCOc1ccc(S(=O)(=O)Nc2cc(C)cc(C)c2)cc1
→ 10	0.1	2.9	-1
- COc1ccc(N2C(=O)CC(Sc3nc4c(cc3C#N)CC(C)CC4)C2=O)cc1 (stereo not given)
→ -1	0.1	0.7	-8
- COc1ccc(C(=O)/C=C/Nc2ccccc2I)cc1
→ -1	0.3	0.8	-2
- CN(C)CCNC(=O)c1c(O)c2cccc3c2n(c1=O)CC3
→ -11	-0.1	-0.4	-12
- CC#CC(=O)NCC1CC(Cc2ccc(F)cc2)=NO1 (stereo not given)
→ -18	0.1	0.4	11

(list continues)
Every second line gives: MITF inh	FBW7 activator	GPR151 activ	TEAD-YAP block
- O=C(NCc1cccs1)c1cc2c(s1)CN(Cc1ccccc1)C2
→ 2	-0.1	-0.7	-8
- Cn1c(/C=C/c2cn(C)c3ccccc23)nc2ccccc2c1=O
→ -2	0.1	-1.1	-21
- CCC(C)NC(=O)COC(=O)c1ccc2c(c1)S(=O)(=O)c1ccccc1C2=O (stereo not given)
→ 19	0.0	-0.2	3
- CCOC(=O)c1c(C)oc2ccc(OC/C=C/c3ccccc3)cc12
→ -2	0.2	-0.8	3
- CCOC(=O)c1ccccc1NC(=O)N1CCC(CN2CCC(C)CC2)CC1
→ -1	-0.1	0.5	8
- O=C(Nc1ccc2c(c1)OCO2)c1ccnc(NCCN2CCOCC2)c1
→ 7	0.4	7.1*	-18
- Cc1ccc(NC(=O)c2sc3nc(C)n(C)c(=O)c3c2C)cc1Cl
→ -6	-0.1	-1.3	1
- CCC(C)c1ccccc1OCCOCCN1CCCC1 (stereo not given)
→ 12	-0.1	-0.4	2
- O=C(O)c1cc2ccc3ccccc3c2[nH]1
→ 7	0.4	0.7	12
- Fc1cccc2sc(Nc3nnc(-c4ccccc4)o3)nc12
→ 8	-0.1	3.5	-48

High-throughput results as filed in PubChem BioAssay.

Hits appear at their usual frequency; overall some 3.5% were active at least once.
